Screening results: PubChem, several laboratories
PfHsp40 rescue: rescue of yeast from PfHsp40 toxicity, primary screen, S. cerevisiae, ATP luminescence; S. cerevisiae expressing PfHsp40, growth rescue; AID 504582, 2011; actives 0.68% (n = 340,000); growth rescue, % at 12.5 µM; in the data active means growth rescue above about 28%, passing the limit was not always enough; inconclusive means no clear call, values can overlap the other calls;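 further: yeast W303a lacking pdr1 and pdr3 grown in galactose medium; growth measured after three days at 30 °C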
GDH-TPI counter: GDH-TPI coupling enzyme inhibitors, primary screen, artefact control for M. tuberculosis FBA inhibitor project, biochemical, absorbance, full deck. GDH-TPI coupled enzyme counterscreen, NADH absorbance. inhibition, % at 4.8 µM. actives 1.2% (n = 360,000); in the data active means inhibition above about 30%;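 further: 0% = DMSO wells and 100% = wells lacking the enzyme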
BoNT F protease: BoNT/F light chain protease inhibitors, primary screen, biochemical, flow cytometry, MLPCN library; Multiplex microsphere protease cleavage assay; inhibition, % at 10 µM; AID 588497, 2011; Botulinum neurotoxin type F light chain protease (Clostridium botulinum); actives 0.22% (n = 360,000); in the data active means inhibition above about 35%, passing the limit was not always enough; inconclusive means no clear call, values can overlap the other calls; further: plate controls were buffer without enzyme for full effect and enzyme alone for no effect
BoNT A protease: BoNT/A light chain protease inhibitors, primary screen, biochemical, flow cytometry, MLPCN library; inhibition, % at 10 µM; Botulinum neurotoxin type A light chain protease (Clostridium botulinum A str. ATCC 3502); multiplex microsphere protease substrate cleavage; actives 0.17% (n = 360,000); further: plate controls were buffer without enzyme for full effect and enzyme alone for no effect
Anthrax LF inh2: Bacillus anthracis LF protease inhibitors, primary screen, biochemical, multiplex microsphere, MLPCN library. inhibition, % at 10 µM. multiplex microsphere protease cleavage assay. actives 0.12% (n = 360,000); further: plate controls were buffer without enzyme for full effect and enzyme alone for no effect
UGM FP inh: M. tuberculosis UGM enzyme inhibitors, primary screen, biochemical, fluorescence polarization, single point; UDP-galactopyranose mutase (Mycobacterium tuberculosis (strain ATCC 25618 / H37Rv)), …; purified UGM, fluorescence polarization probe displacement; inhibition, % at 10 µM; actives 0.06% (n = 320,000); in the data active means inhibition above about 10%, passing the limit was not always enough; inconclusive means no clear call, values can overlap the other calls
Target sequence (P9WIQ1 whole entry, looked up): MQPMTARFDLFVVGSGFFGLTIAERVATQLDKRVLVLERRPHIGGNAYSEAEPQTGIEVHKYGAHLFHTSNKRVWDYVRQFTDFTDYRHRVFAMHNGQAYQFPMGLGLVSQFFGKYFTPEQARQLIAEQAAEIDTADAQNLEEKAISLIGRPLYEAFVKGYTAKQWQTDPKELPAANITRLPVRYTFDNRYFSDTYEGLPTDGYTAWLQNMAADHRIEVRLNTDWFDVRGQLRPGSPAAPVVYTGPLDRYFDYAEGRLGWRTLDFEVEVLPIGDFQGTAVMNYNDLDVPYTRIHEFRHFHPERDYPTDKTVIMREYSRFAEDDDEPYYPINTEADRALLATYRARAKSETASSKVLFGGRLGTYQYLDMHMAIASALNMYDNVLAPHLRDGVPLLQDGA
FadD28 FP inh: inhibitors of FadD28 bisubstrate probe binding, primary screen, biochemical, fluorescence polarization, single point | actives 0.22% (n = 360,000) | inhibition, % at 12.5 µM | AID 588549, 2011 | Mycobacterium tuberculosis FadD28 fatty-acid-AMP ligase; in the data active means inhibition above about 8.5%, passing the limit was not always enough; inconclusive means no clear call, values can overlap the other calls
BioA inh: M. tuberculosis BioA enzyme inhibitors, primary screen, biochemical, plate reader, single point, HTS | 7,8-diaminopelargonic acid synthase BioA (Mycobacterium tuberculosis) | purified M. tuberculosis BioA enzyme | inhibition, % at 9.99 µM | actives 0.096% (n = 360,000) | AID 602481, 2012; in the data active means inhibition above about 40%; inconclusive means no clear call, values can overlap the other calls
Mtb FBA inh: Mtb FBA enzyme inhibitors, primary screen, biochemical, fluorescence, strain H37Rv; purified M. tuberculosis FBA, fluorescence read-out; inhibition, % at 1 µM; actives 2.3% (n = 360,000); in the data active means inhibition above about 27%;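 further: 0% = vehicle and 100% = reference inhibitor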
Target sequence (P9WQA3 whole entry, looked up): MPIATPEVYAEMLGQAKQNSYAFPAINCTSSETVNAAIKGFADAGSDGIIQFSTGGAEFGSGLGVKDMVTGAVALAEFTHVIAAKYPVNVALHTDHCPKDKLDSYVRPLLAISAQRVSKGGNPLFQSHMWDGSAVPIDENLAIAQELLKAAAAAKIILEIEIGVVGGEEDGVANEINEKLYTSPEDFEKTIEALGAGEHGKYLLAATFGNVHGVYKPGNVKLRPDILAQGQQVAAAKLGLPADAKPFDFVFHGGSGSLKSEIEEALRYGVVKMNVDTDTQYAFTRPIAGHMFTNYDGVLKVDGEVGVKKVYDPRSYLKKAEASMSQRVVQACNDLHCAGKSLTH
Active calls of the source: *. Unless noted, no stated cut-off is given here; in the data, active means inhibition above about 30%; inconclusive means no clear call, values can overlap the other calls; inactive means below that.

What do the screens show for `CCN1CCN(C(=O)C2(NC(=O)Nc3ccccc3Cl)CCCCC2)CC1`?
PfHsp40 rescue: 1.4; GDH-TPI counter: -2.5; BoNT F protease: 8.4; BoNT A protease: -1.7; Anthrax LF inh2: -2.0; UGM FP inh: 1.4; FadD28 FP inh: -0.7; Mtb FBA inh: 1.5

What do the screens show for `CCn1c(SCC(=O)c2c(N)n(C3CC3)c(=O)[nH]c2=O)nnc1-c1ccoc1C`?
PfHsp40 rescue: -0.8; GDH-TPI counter: 0.5; BoNT F protease: -12.7; BoNT A protease: -1.0; Anthrax LF inh2: 6.4; UGM FP inh: 0.1; FadD28 FP inh: -0.5; BioA inh: -0.1; Mtb FBA inh: -2.4

How did CCC(C)NC(=O)c1c(N)n(/N=C/c2cccnc2)c2nc3ccccc3nc12 (stereo unspecified) do in these assays?
PfHsp40 rescue: -0.9; GDH-TPI counter: 23.7; BoNT F protease: -1.3; BoNT A protease: -1.1; Anthrax LF inh2: inconclusive; UGM FP inh: -0.7; FadD28 FP inh: -2.3; BioA inh: 3.9; Mtb FBA inh: 2.5

What do the screens show for `CC(NC(=O)CNC(=O)OCc1ccccc1)C(=O)N1CC(O)CC1C(=O)OCc1ccccc1` (stereo unspecified)?
PfHsp40 rescue: 1.3; GDH-TPI counter: 1.7; BoNT F protease: -3.5; BoNT A protease: -0.1; Anthrax LF inh2: 0.9; UGM FP inh: -0.5; FadD28 FP inh: -1.4; Mtb FBA inh: 0.7

What do the screens show for `CC1CCCCC1NC(=O)C1CCN(C(=O)c2sccc2-n2cccc2)CC1` (stereo unspecified)?
PfHsp40 rescue: 0.4; GDH-TPI counter: 0.0; BoNT F protease: 4.7; BoNT A protease: 0.2; Anthrax LF inh2: -6.6; UGM FP inh: 3.0; FadD28 FP inh: -3.8; BioA inh: 1.2; Mtb FBA inh: 1.2

What do the screens show for `O=C(CN1CCCC1)Nc1sc2c(c1C(=O)Nc1ccc(Br)cc1)CCC2`?
PfHsp40 rescue: -0.2; GDH-TPI counter: 5.8; BoNT F protease: 0.6; BoNT A protease: 1.5; Anthrax LF inh2: 0.6; UGM FP inh: 2.7; FadD28 FP inh: -0.9; BioA inh: -2.0; Mtb FBA inh: 2.0

What do the screens show for `Cc1ccc(CNc2nc(N)c([N+](=O)[O-])c(Nc3ccc(F)cc3)n2)cc1`?
PfHsp40 rescue: 1.7; GDH-TPI counter: 7.3; BoNT F protease: 3.1; BoNT A protease: 1.2; Anthrax LF inh2: -1.4; UGM FP inh: 1.5; FadD28 FP inh: -0.9; BioA inh: -2.3; Mtb FBA inh: -0.6

What do the screens show for `CC(C)C[C@H](NC(=O)OC(C)(C)C)C(=O)N[C@@H](CO)[C@H](O)[C@@H]1C[C@@H]1C(=O)N(C)C`?
PfHsp40 rescue: 1.7; GDH-TPI counter: 19.5; BoNT F protease: -6.8; BoNT A protease: -0.3; Anthrax LF inh2: -4.1; UGM FP inh: 1.5; FadD28 FP inh: -0.7; BioA inh: -1.3; Mtb FBA inh: 4.2

What do the screens show for `CC(C)[C@H](N)c1cn([C@@H](CC(N)=O)C(=O)N2CCNCC2)nn1`?
PfHsp40 rescue: -2.7; GDH-TPI counter: 6.0; BoNT F protease: -6.1; BoNT A protease: -0.5; Anthrax LF inh2: 8.4; UGM FP inh: -2.0; FadD28 FP inh: 0.1; BioA inh: 0.2; Mtb FBA inh: -0.4

What do the screens show for `Cc1c(Cl)cccc1N1C(=O)C2ON(c3ccccc3)C(c3cccnc3)C2C1=O` (stereo unspecified)?
PfHsp40 rescue: 0.6; GDH-TPI counter: 9.7; BoNT F protease: -2.2; BoNT A protease: -0.2; Anthrax LF inh2: 1.9; UGM FP inh: 0.8; FadD28 FP inh: -0.7; BioA inh: 1.2; Mtb FBA inh: 4.2

How did COc1ccc(C(CC(=O)O)N2C(=O)CCC2=O)cc1 (stereo unspecified) do in these assays?
PfHsp40 rescue: 1.4; GDH-TPI counter: -4.4; BoNT F protease: 10.0; BoNT A protease: 0.2; Anthrax LF inh2: -4.3; UGM FP inh: -1.5; FadD28 FP inh: -2.4; BioA inh: -1.9; Mtb FBA inh: 0.0

How did CCn1nc(C(=O)OCC(=O)c2cc(C)n(Cc3cccs3)c2C)c2ccccc2c1=O do in these assays?
PfHsp40 rescue: -0.1; GDH-TPI counter: 5.3; BoNT F protease: 0.0; BoNT A protease: -0.4; Anthrax LF inh2: 2.5; UGM FP inh: -2.9; FadD28 FP inh: -2.4; BioA inh: 0.4; Mtb FBA inh: -2.6

Results for Cc1ccc(-c2noc(CCC(=O)NCCN3CCOCC3)n2)cc1 ?
PfHsp40 rescue: -0.1; GDH-TPI counter: 4.3; BoNT F protease: 23.5; BoNT A protease: 0.2; Anthrax LF inh2: -0.5; UGM FP inh: -1.0; FadD28 FP inh: -4.1; BioA inh: -0.5; Mtb FBA inh: 0.6

Results for Cc1nn2c3c(cnc2c1-c1ccccc1)C(=O)CC(c1ccco1)C3 (stereo unspecified) ?
PfHsp40 rescue: 1.1; GDH-TPI counter: 6.4; BoNT F protease: -8.8; BoNT A protease: -0.2; Anthrax LF inh2: -20.9; UGM FP inh: -4.5; FadD28 FP inh: -2.4; BioA inh: -2.2; Mtb FBA inh: 3.2

What do the screens show for `CC(C)c1ccc(-n2cccc2/C=C2/C(=N)N3C=CSC3=NC2=O)cc1`?
PfHsp40 rescue: 0.0; GDH-TPI counter: 18.5; BoNT F protease: -6.0; BoNT A protease: 0.8; Anthrax LF inh2: 2.6; UGM FP inh: 0.2; FadD28 FP inh: -2.7; BioA inh: 5.3; Mtb FBA inh: -5.7

What do the screens show for `O=[N+]([O-])c1ccc(S(=O)(=O)NCC2CC3CCC2C3)cc1` (stereo unspecified)?
GDH-TPI counter: 0.4; BoNT F protease: -0.3; BoNT A protease: -1.7; Anthrax LF inh2: 0.6; UGM FP inh: -0.1; FadD28 FP inh: 1.5; BioA inh: -1.2; Mtb FBA inh: -0.7

What do the screens show for `COc1ccccc1N(Cc1cc(=O)[nH]c2ccccc12)C(=O)c1cccc([N+](=O)[O-])c1`?
PfHsp40 rescue: 0.1; GDH-TPI counter: 16.5; BoNT F protease: -9.7; BoNT A protease: -0.9; Anthrax LF inh2: 3.8; FadD28 FP inh: -1.0; BioA inh: 0.0; Mtb FBA inh: -1.6

What do the screens show for `O=C(COc1ccccc1Br)NCc1ccccn1`?
PfHsp40 rescue: -0.1; GDH-TPI counter: 6.8; BoNT F protease: 1.0; BoNT A protease: 0.5; Anthrax LF inh2: -0.7; UGM FP inh: -4.4; FadD28 FP inh: 1.1; BioA inh: -1.4; Mtb FBA inh: 0.7

Results for O=C(Cc1cccs1)Nc1ccc(F)cc1F ?
PfHsp40 rescue: -0.4; GDH-TPI counter: 0.5; BoNT F protease: 0.8; BoNT A protease: 2.0; Anthrax LF inh2: 13.6; UGM FP inh: 2.3; FadD28 FP inh: -2.7; BioA inh: -0.9; Mtb FBA inh: 0.4

Results for COc1ccc(-c2nc(C#N)c(N3CCCCC3)o2)cc1 ?
PfHsp40 rescue: 3.8; GDH-TPI counter: 6.4; BoNT F protease: 0.6; BoNT A protease: 0.7; Anthrax LF inh2: 7.6; UGM FP inh: -1.8; BioA inh: 1.2; Mtb FBA inh: active

Results for O=C(NCCC1=CCCCC1)c1ccc(Cl)c(S(=O)(=O)Nc2ccccc2)c1 ?
PfHsp40 rescue: 6.7; GDH-TPI counter: 1.4; BoNT F protease: -1.8; BoNT A protease: 0.1; Anthrax LF inh2: 0.4; UGM FP inh: -1.1; FadD28 FP inh: 0.7; BioA inh: -1.0; Mtb FBA inh: -2.2

What do the screens show for `O=c1c2ccccc2cnn1Cc1n[nH]c(=S)n1-c1ccccc1F`?
PfHsp40 rescue: -1.0; GDH-TPI counter: -14.3; BoNT F protease: inconclusive; BoNT A protease: -42.6; Anthrax LF inh2: -32.3; UGM FP inh: -0.4; FadD28 FP inh: -4.0; BioA inh: 0.5; Mtb FBA inh: 0.5

Results for CC(=O)Nc1ccc(S(=O)(=O)Nc2nc3ccccc3nc2N2CCCCCC2)cc1 ?
PfHsp40 rescue: -0.7; GDH-TPI counter: 32.5*; BoNT F protease: 0.6; BoNT A protease: inconclusive; Anthrax LF inh2: -1.6; UGM FP inh: -1.4; FadD28 FP inh: 0.4; BioA inh: 8.4; Mtb FBA inh: 9.8

What do the screens show for `COc1cc(OC)c(C(=O)Nc2ccc3ccccc3c2)cc1OC`?
PfHsp40 rescue: 2.3; GDH-TPI counter: 16.1; BoNT F protease: inconclusive; BoNT A protease: -3.7; Anthrax LF inh2: -6.9; UGM FP inh: 0.3; FadD28 FP inh: 0.4; BioA inh: -2.2; Mtb FBA inh: 0.6

What do the screens show for `CCOc1ccc2nc(NC(=O)C(NS(=O)(=O)c3cccs3)C(C)C)sc2c1` (stereo unspecified)?
PfHsp40 rescue: -0.1; GDH-TPI counter: -8.9; BoNT F protease: -5.4; BoNT A protease: -0.4; Anthrax LF inh2: -2.2; UGM FP inh: 2.1; FadD28 FP inh: -2.4; BioA inh: -0.7; Mtb FBA inh: 1.8

How did O=C1NC(=O)/C(=C\c2ccc(OCc3cccc(C(=O)O)c3)c(Cl)c2)N1 do in these assays?
PfHsp40 rescue: 1.0; GDH-TPI counter: 20.8; BoNT F protease: -0.3; BoNT A protease: 0.0; Anthrax LF inh2: -0.7; UGM FP inh: 0.5; FadD28 FP inh: -1.9; BioA inh: 1.3; Mtb FBA inh: 1.8

How did Cc1cc(C)n(-c2ccc(C(=O)NCCCN3CCOCC3)cc2)n1 do in these assays?
PfHsp40 rescue: 0.6; GDH-TPI counter: 1.6; BoNT F protease: -4.9; BoNT A protease: -0.4; Anthrax LF inh2: -3.1; UGM FP inh: -0.4; FadD28 FP inh: -3.9; BioA inh: 0.6; Mtb FBA inh: -0.3

How did O=C(c1cccs1)N1CCc2c([nH]c3ccccc23)C1c1ccc(Cl)cc1 (stereo unspecified) do in these assays?
PfHsp40 rescue: -0.3; GDH-TPI counter: -9.3; BoNT F protease: -8.8; BoNT A protease: -0.1; Anthrax LF inh2: -1.5; UGM FP inh: 3.7; FadD28 FP inh: -1.9; BioA inh: -0.1; Mtb FBA inh: 4.5

Results for CCC(=O)Nc1ccc(C(=O)CSc2nnc(-c3ccc(O)cc3)n2CC2CCCO2)cc1 (stereo unspecified) ?
PfHsp40 rescue: -0.7; GDH-TPI counter: 1.2; BoNT F protease: -0.6; BoNT A protease: -1.1; Anthrax LF inh2: -2.4; UGM FP inh: 2.0; FadD28 FP inh: -1.2; Mtb FBA inh: -0.3

How did COc1ccc(C(C(=O)NC2CCCC2)N(Cc2cccnc2)C(=O)c2snc(C(N)=O)c2N)cc1 (stereo unspecified) do in these assays?
PfHsp40 rescue: -1.0; GDH-TPI counter: 6.1; BoNT F protease: -8.4; BoNT A protease: -1.7; Anthrax LF inh2: -3.6; UGM FP inh: -2.0; FadD28 FP inh: -2.5; BioA inh: 1.0; Mtb FBA inh: 9.8

How did COc1ccc(NC(=O)CN2CCN(c3ccccc3C)CC2)cc1 do in these assays?
PfHsp40 rescue: -0.9; GDH-TPI counter: -4.5; BoNT F protease: 12.0; BoNT A protease: -3.5; Anthrax LF inh2: -3.1; UGM FP inh: 2.6; FadD28 FP inh: -4.1; BioA inh: 3.6; Mtb FBA inh: -1.0
